S1P3 antag – antagonists of human S1P3 receptor; actives 0.27% (n = 170,000); inhibition, % at 4.98 µM; Q99500; AID 485; CHO S1P3 NFAT-BLA reporter, FRET fluorescence, antagonist mode;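 active = inhibition above the plate cutoff, the mean inhibition of test wells on that plate plus 3 SD, cut at about 28% in these data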;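 note: cells challenged with S1P at its EC80 of 0.8 µM; blue over green emission ratio from cleaved BLA substrate after 4 h stimulation; 0% = S1P-stimulated wells and 100% = unstimulated DMSO-only wells; some compounds past the cut are filed as inactive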
Target sequence (Q99500 whole entry, looked up): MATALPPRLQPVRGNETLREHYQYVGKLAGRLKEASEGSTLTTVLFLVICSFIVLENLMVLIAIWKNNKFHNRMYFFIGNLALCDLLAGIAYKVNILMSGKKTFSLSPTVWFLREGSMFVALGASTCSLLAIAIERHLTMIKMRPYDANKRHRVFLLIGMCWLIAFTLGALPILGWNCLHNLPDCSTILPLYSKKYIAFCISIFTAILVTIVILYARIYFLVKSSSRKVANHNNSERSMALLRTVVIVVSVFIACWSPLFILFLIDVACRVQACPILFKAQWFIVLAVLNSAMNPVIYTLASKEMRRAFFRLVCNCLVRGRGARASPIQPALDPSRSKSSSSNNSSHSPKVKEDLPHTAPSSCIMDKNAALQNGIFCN
PPARg SRC3 recr – PPARgamma-driven SRC-3 recruitment agonism; P37231; biochemical PPARgamma/SRC-3 coactivator recruitment assay; activation, % at 8 µM; actives 0.26% (n = 200,000); in the data active = activation above about 23%;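 note: 0% = DMSO and 100% = reference agonist; some compounds past the cut are filed as inactive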
PMI act hi M6P – activators of human phosphomannose isomerase at near-saturating mannose 6-phosphate; P34949; coupled PMI enzyme assay, resazurin fluorescence, 20 min; stronger effect = higher value; 1 = untreated enzyme, 0 = substrate-free blank; activation factor at 20 µM; actives 0.34% (n = 190,000);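 active = activation factor of 2 or more at 20 µM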
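Test system: human phosphomannose isomerase with PGI, G6PDH, diaphorase coupling enzymes / Doses: 20 µM compound, 1% DMSO / Times: enzyme reaction with compound 20 min at room temperature / Measured by: Diaphorase-driven resazurin-to-resorufin fluorescence, excitation 544, emission 590 nm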
PMI activator – increases human mannose-6-phosphate isomerase activity | activation factor at 20 µM | P34949 | actives 0.005% (n = 190,000) | purified human PMI, coupled resazurin fluorescence, 20 min; stronger effect = higher value; 1 = vehicle control, 0 substrate-free wells;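 active = activation factor of 2 or more at 20 µM, relative to plate controls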
PPARg SRC1 recr – agonists of human PPARgamma SRC-1 coactivator recruitment | P37231 | PPARgamma-SRC-1 coactivator recruitment biochemical assay | activation, % at 8 µM | actives 0.41% (n = 200,000) | AID 631; in the data active = activation above about 19%;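 note: 0% = DMSO and 100% = reference agonist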
G6PDH counter – inhibits Leuconostoc G6PDH, flagging false hits in G6PDH-based assays; Purified L. mesenteroides G6PDH, diaphorase/resazurin coupled fluorescence, 45 min; inhibition, % at 5 µM; actives 0.12% (n = 200,000); AID 1020; in the data active = inhibition above about 50%
PPARg SRC-2 ag – agonists of SRC-2 recruitment by human PPARgamma | P37231 | AID 1032 | PPARgamma LBD-SRC-2 recruitment, biochemical | activation, % at 8 µM | actives 0.34% (n = 200,000); in the data active = activation above about 22%;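 note: 0% = vehicle and 100% = reference agonist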
Diaphorase inh – diaphorase inhibition or chemical oxidation counter-screen; diaphorase resazurin-to-resorufin fluorescence, NADH, 16 min; bacterial (C. kluyveri) enzyme, not human; actives 0.69% (n = 190,000); inhibition, % at 20 µM;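 active = primary screen inhibition at 20 µM above a set limit, cut at about 50% in these data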;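 note: plate controls were DMSO with full reaction for no effect and wells lacking NADH for full effect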
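Benchmarks: positive control wells lacking NADH, neutral wells with DMSO only. System: bacterial diaphorase enzyme (C. kluyveri). Input: 0.14 U/mL diaphorase, enzyme working solution. Detection: resorufin fluorescence, excitation 544 nm, emission 590 nm. Times: 16-min room-temperature incubation before reading.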
SRC2 TRFRET art – flags TR-FRET format artefacts in PPARgamma SRC-2 recruitment agonist screen | TR-FRET artefact counter-screen; stronger effect = higher value | TR-FRET ratio at 8 µM | actives 0.4% (n = 200,000) | AID 1049; in the data active = TR-FRET ratio above about 2000; note: inactives centre near 1500
Diaph act CS – diaphorase activation or chemical reduction counter-screen | activation factor at 20 µM | actives 0.005% (n = 190,000) | Diaphorase/resazurin coupled assay, resorufin fluorescence, 16 min; stronger effect = higher value; 1 = vehicle wells, 0 = NADH-free wells | AID 1229;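 active = diaphorase activity raised at least twofold by the compound at 20 µM; inactive = activation factor below 2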
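Measured by – red resorufin fluorescence at 544/590 nm excitation/emission · Test system – Clostridium kluyveri diaphorase, purified enzyme · Incubation – reaction time 16 min, room temperature · Buffer or medium – 50 mM HEPES pH 7.4 with 4.542 mM MgCl2, 0.005% Tween 20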
ROMK mod – modulators of human ROMK potassium channel. P48048. Tet-inducible ROMK, thallium flux fluorescence; actives lie on both sides. B-score at 10 µM. actives 2% (n = 130,000). AID 1918;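 active = signal ratio slope over the read window, or its plate-corrected B-score, at least 3 SD from the plate mean, either direction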;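 note: B-score of the F/F0 ratio slope over 7 to 12 s after thallium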
Target sequence (P48048 whole entry, looked up): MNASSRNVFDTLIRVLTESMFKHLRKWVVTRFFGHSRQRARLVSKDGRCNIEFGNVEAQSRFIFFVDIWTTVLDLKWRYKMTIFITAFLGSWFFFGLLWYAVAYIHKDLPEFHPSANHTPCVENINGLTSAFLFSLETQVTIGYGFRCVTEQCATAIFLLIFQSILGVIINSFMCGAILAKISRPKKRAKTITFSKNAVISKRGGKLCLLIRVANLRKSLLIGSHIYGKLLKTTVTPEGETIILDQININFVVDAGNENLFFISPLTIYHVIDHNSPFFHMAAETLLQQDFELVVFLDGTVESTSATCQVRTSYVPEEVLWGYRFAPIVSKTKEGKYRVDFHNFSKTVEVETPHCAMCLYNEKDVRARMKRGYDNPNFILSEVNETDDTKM
Numbers without * were called inactive.

How did Cc1ccnc2nc(C(=O)OCC(=O)NC(=O)NCc3ccco3)nn12 do in these assays?
S1P3 antag: 2; PPARg SRC3 recr: -2; PMI act hi M6P: 1; PMI activator: 1.1; PPARg SRC1 recr: 5; G6PDH counter: 3; PPARg SRC-2 ag: 7; Diaphorase inh: 3; SRC2 TRFRET art: 1528; Diaph act CS: 1; ROMK mod: 0.32

How did O=C(NC1=NCCS1)c1cccc(OC(F)F)c1 do in these assays?
S1P3 antag: -9; PPARg SRC3 recr: 0; PMI act hi M6P: 1; PMI activator: 1; PPARg SRC1 recr: -1; G6PDH counter: -2; PPARg SRC-2 ag: 1; Diaphorase inh: 6; SRC2 TRFRET art: 1597; Diaph act CS: 0.9; ROMK mod: 0.42

How did CCOC(=O)c1cnc2ccc(C)cc2c1OCc1cc(F)cc(F)c1 do in these assays?
PPARg SRC3 recr: 11; PMI act hi M6P: 0.9; PMI activator: 0.9; PPARg SRC1 recr: 0; G6PDH counter: 14; PPARg SRC-2 ag: 12; Diaphorase inh: 20; SRC2 TRFRET art: 1597; Diaph act CS: 0.8; ROMK mod: -0.82

How did CCOC(=O)c1cn(-c2ccccc2CO)c2c(F)c(F)c(F)cc2c1=O do in these assays?
PPARg SRC3 recr: 9; PMI act hi M6P: 0.9; PMI activator: 0.9; PPARg SRC1 recr: -1; G6PDH counter: -5; PPARg SRC-2 ag: -8; Diaphorase inh: 22; SRC2 TRFRET art: 1443; Diaph act CS: 0.8; ROMK mod: -0.035

Results for CCOc1ccc(C2Oc3nc(SC)nnc3-c3ccccc3N2C(C)=O)cc1OC (stereo not given) ?
S1P3 antag: 55*; PPARg SRC3 recr: 5; PMI act hi M6P: 0.9; PMI activator: 0.9; PPARg SRC1 recr: 4; G6PDH counter: 10; PPARg SRC-2 ag: 0; Diaphorase inh: 13; SRC2 TRFRET art: 1687; Diaph act CS: 0.9

What do the screens show for `Cc1ccc(N2C(=O)CC2(C#N)c2ccc(OCc3ccccc3)cc2)cc1` (stereo not given)?
PPARg SRC3 recr: -5; PMI act hi M6P: 1; PMI activator: 1; PPARg SRC1 recr: 5; G6PDH counter: -3; PPARg SRC-2 ag: -3; Diaphorase inh: 14; SRC2 TRFRET art: 1529; Diaph act CS: 0.9; ROMK mod: 0.83

Results for O=C(COC(=O)COc1ccc(Nc2ccccc2)cc1)NCc1ccco1 ?
S1P3 antag: -18; PPARg SRC3 recr: -23; PMI act hi M6P: 0.8; PMI activator: 0.9; PPARg SRC1 recr: 2; G6PDH counter: 4; PPARg SRC-2 ag: -4; Diaphorase inh: 20; SRC2 TRFRET art: 1599; Diaph act CS: 0.8; ROMK mod: 0.45

How did Cc1ccc(CNC(=O)CCC2CCCN(Cc3c(C)nn(C(C)C)c3C)C2)o1 (stereo not given) do in these assays?
S1P3 antag: 4; PPARg SRC3 recr: -1; PMI act hi M6P: 1; PMI activator: 1; PPARg SRC1 recr: -3; G6PDH counter: 5; PPARg SRC-2 ag: 5; Diaphorase inh: 10; SRC2 TRFRET art: 1736; Diaph act CS: 0.9; ROMK mod: -0.03

What do the screens show for `NC(=O)c1ccc(-c2ccc(Br)cc2)o1`?
S1P3 antag: 2; PPARg SRC3 recr: 10; PMI act hi M6P: 1; PMI activator: 1.1; PPARg SRC1 recr: 10; G6PDH counter: 8; PPARg SRC-2 ag: 9; Diaphorase inh: 21; SRC2 TRFRET art: 1690; Diaph act CS: 0.8

How did CCOC(=O)N1CCN(C(=O)c2ccc(C)c(S(=O)(=O)Nc3cccc(C)c3C)c2)CC1 do in these assays?
S1P3 antag: -25; PPARg SRC3 recr: -2; PMI act hi M6P: 1; PMI activator: 0.9; PPARg SRC1 recr: -1; G6PDH counter: 16; PPARg SRC-2 ag: -5; Diaphorase inh: 4; SRC2 TRFRET art: 1562; Diaph act CS: 1

What do the screens show for `C=CCOc1c2ccc(C(=O)NCCc3ccc(C)cc3)cc2nn1C`?
PPARg SRC3 recr: 10; PMI act hi M6P: 1; PMI activator: 1; PPARg SRC1 recr: 7; G6PDH counter: 6; PPARg SRC-2 ag: 7; Diaphorase inh: 14; SRC2 TRFRET art: 1569; Diaph act CS: 0.9

How did N#CC1=C2N=C(N)c3c(sc4c3CCCCC4)N2C2=C(C(=O)CCC2)C1c1ccccc1 (stereo not given) do in these assays?
PPARg SRC3 recr: 0; PMI act hi M6P: 0.8; PMI activator: 0.8; PPARg SRC1 recr: 8; G6PDH counter: -2; PPARg SRC-2 ag: 2; Diaphorase inh: 21; SRC2 TRFRET art: 1649; Diaph act CS: 0.8

How did CN1CCN(C(=O)/C(=C\c2cccs2)NC(=O)c2ccco2)CC1 do in these assays?
S1P3 antag: -7; PPARg SRC3 recr: -7; PMI act hi M6P: 1; PMI activator: 1.1; PPARg SRC1 recr: -7; G6PDH counter: 5; PPARg SRC-2 ag: -8; Diaphorase inh: 6; SRC2 TRFRET art: 1481; Diaph act CS: 0.9; ROMK mod: -0.32

What do the screens show for `CC(=O)Nc1nc(-c2ccc(Cl)cc2)nc(C)c1C(C)=O`?
S1P3 antag: 28; PPARg SRC3 recr: 0; PMI act hi M6P: 0.8; PMI activator: 0.8; PPARg SRC1 recr: 2; G6PDH counter: 0; PPARg SRC-2 ag: -1; Diaphorase inh: 13; SRC2 TRFRET art: 1504; Diaph act CS: 0.9

Results for CCCCC(CCCC)=N/N=C/c1c(O)n(CC)c2cc(C3=NNC(=O)CC3)ccc12 ?
PPARg SRC3 recr: -11; PMI act hi M6P: 1.3; PMI activator: 1.3; PPARg SRC1 recr: -2; G6PDH counter: -1; PPARg SRC-2 ag: -2; Diaphorase inh: 6; SRC2 TRFRET art: 1487; Diaph act CS: 0.9; ROMK mod: -0.15

How did COc1ccc2c(=O)c3c(=O)n(Cc4ccco4)c(-c4ccco4)nc3oc2c1 do in these assays?
PPARg SRC3 recr: -6; PMI act hi M6P: 0.9; PMI activator: 0.9; PPARg SRC1 recr: -4; G6PDH counter: 3; PPARg SRC-2 ag: 0; Diaphorase inh: 52*; SRC2 TRFRET art: 1407; Diaph act CS: 0.5; ROMK mod: 0.0099

How did O=S(=O)(c1cccc2nsnc12)N1CCCC1 do in these assays?
S1P3 antag: -14; PPARg SRC3 recr: -7; PMI act hi M6P: 1; PMI activator: 1; PPARg SRC1 recr: -2; G6PDH counter: -1; PPARg SRC-2 ag: -1; Diaphorase inh: 14; SRC2 TRFRET art: 1500; Diaph act CS: 0.9; ROMK mod: 1.3

What do the screens show for `Cc1ccnc(NS(=O)(=O)c2ccc(NS(=O)(=O)c3ccccc3)cc2)n1`?
PPARg SRC3 recr: 3; PMI act hi M6P: 0.9; PMI activator: 0.9; PPARg SRC1 recr: 1; G6PDH counter: 1; PPARg SRC-2 ag: 11; Diaphorase inh: 14; SRC2 TRFRET art: 1591; Diaph act CS: 0.9

Results for CC1=NN(C(=O)c2ccc(C)cc2)C(O)(C(F)(F)OC(F)(F)F)C1 (stereo not given) ?
PPARg SRC3 recr: -4; PMI act hi M6P: 1; PMI activator: 1; PPARg SRC1 recr: 4; G6PDH counter: 7; PPARg SRC-2 ag: 1; Diaphorase inh: 6; SRC2 TRFRET art: 1396; Diaph act CS: 0.9

Results for C=CCN(CC=C)S(=O)(=O)c1ncn[nH]1 ?
S1P3 antag: 2; PPARg SRC3 recr: 1; PMI act hi M6P: 1.1; PMI activator: 1; PPARg SRC1 recr: 2; G6PDH counter: 5; PPARg SRC-2 ag: -4; Diaphorase inh: 0; SRC2 TRFRET art: 1718; Diaph act CS: 1; ROMK mod: 0.34

How did O=C(c1ccco1)n1nc(-c2cccnc2)nc1NCc1ccco1 do in these assays?
S1P3 antag: -6; PPARg SRC3 recr: -2; PMI act hi M6P: 1.1; PMI activator: 1; PPARg SRC1 recr: 12; G6PDH counter: 1; PPARg SRC-2 ag: -6; Diaphorase inh: 2; SRC2 TRFRET art: 1499; Diaph act CS: 1; ROMK mod: 0.022

How did N#Cc1c(NC(=O)CSc2nc(N)cc(=O)[nH]2)sc2c1CCCC2 do in these assays?
S1P3 antag: -4; PPARg SRC3 recr: -2; PMI act hi M6P: 0.9; PMI activator: 0.8; PPARg SRC1 recr: -4; G6PDH counter: 17; PPARg SRC-2 ag: -5; Diaphorase inh: 15; SRC2 TRFRET art: 1335; Diaph act CS: 0.8; ROMK mod: -0.6

What do the screens show for `NC(=O)CSc1nnc(-c2cccs2)n1-c1ccccc1`?
PPARg SRC3 recr: 7; PMI act hi M6P: 0.9; PMI activator: 0.9; PPARg SRC1 recr: 6; G6PDH counter: 4; PPARg SRC-2 ag: 2; Diaphorase inh: 6; SRC2 TRFRET art: 1752; Diaph act CS: 0.9

What do the screens show for `CC(=O)Nc1ccc(NC(=O)C(C)OC(=O)C2CC3C=CC2C3)cc1` (stereo not given)?
S1P3 antag: -1; PPARg SRC3 recr: 1; PMI act hi M6P: 1; PMI activator: 1; PPARg SRC1 recr: 8; G6PDH counter: -1; PPARg SRC-2 ag: 3; Diaphorase inh: 8; SRC2 TRFRET art: 1770; Diaph act CS: 0.9

2 records picked at random from the list so far:
What do the screens show for `CC(=O)Nc1ccc(NC(=O)C(C)OC(=O)C2CC3C=CC2C3)cc1` (stereo not given)?
S1P3 antag: -1; PPARg SRC3 recr: 1; PMI act hi M6P: 1; PMI activator: 1; PPARg SRC1 recr: 8; G6PDH counter: -1; PPARg SRC-2 ag: 3; Diaphorase inh: 8; SRC2 TRFRET art: 1770; Diaph act CS: 0.9

What do the screens show for `NC(=O)CSc1nnc(-c2cccs2)n1-c1ccccc1`?
PPARg SRC3 recr: 7; PMI act hi M6P: 0.9; PMI activator: 0.9; PPARg SRC1 recr: 6; G6PDH counter: 4; PPARg SRC-2 ag: 2; Diaphorase inh: 6; SRC2 TRFRET art: 1752; Diaph act CS: 0.9
